MPTP inh = inhibitors of mitochondrial permeability transition pore | 1.4% of 360,000 active | inhibition, % at 10 µM | isolated mouse mitochondria, Ca2+ swelling absorbance, 30 min;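 active means inhibition of 50% or more, scaled per plate between neutral and stimulator controls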;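 further: 0% = DMSO wells given calcium and 100% = 1 mM EGTA wells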
NR3A LBD binder = NR3A (human) ligand-binding domain modulation; NR3A LBD differential scanning fluorimetry, Tm shift; 0% = protein alone, 100% = glycine-bound protein; Tm shift relative to glycine control, % at 25 µM; 2.5% of 340,000 active; AID 1259313;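 active means melting temperature shift of at least 10% of the positive control shift, at one fixed dose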
NALP3 yeast inh = NALP3 inhibition in yeast | Yeast reconstituted NLRP3/ASC/caspase-1, beta-gal luminescence, 24 h | 0.39% of 330,000 active | inhibition, % at 10 µM;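 active means inhibition of 50% or more; inactive means inhibition below 50%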;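 further: plate controls were induced DMSO wells for no effect and uninduced yeast grown without galactose for full effect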
APJ antag = antagonists of human APJ apelin receptor; P35414; CHO-K1 APJ beta-arrestin complementation, luminescence; inhibition, % at 20 µM; 0.32% of 330,000 active;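 active means inhibition above about 40% at 20 µM, limit read from the data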;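 further: cells challenged with 10 nM apelin-13 agonist together with compound; plate controls were apelin-13 plus DMSO wells for no effect and DMSO wells lacking apelin-13 for full effect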
Target sequence (P35414 whole entry, looked up): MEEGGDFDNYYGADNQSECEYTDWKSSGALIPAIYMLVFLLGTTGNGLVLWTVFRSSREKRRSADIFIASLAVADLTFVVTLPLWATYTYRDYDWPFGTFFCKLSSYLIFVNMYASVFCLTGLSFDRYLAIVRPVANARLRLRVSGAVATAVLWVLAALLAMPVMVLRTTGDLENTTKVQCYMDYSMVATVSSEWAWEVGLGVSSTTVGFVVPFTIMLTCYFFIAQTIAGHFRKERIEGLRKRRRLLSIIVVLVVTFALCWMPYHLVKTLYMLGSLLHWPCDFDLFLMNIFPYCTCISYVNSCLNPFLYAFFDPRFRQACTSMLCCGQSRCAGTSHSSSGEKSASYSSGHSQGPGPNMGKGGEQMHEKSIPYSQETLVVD
tim23-1 inh = tim23-1 yeast growth inhibition; S. cerevisiae tim23-1 growth, BacTiter-Glo luminescence, 24 h; inhibition, % at 20 µM; 1.3% of 330,000 active;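 active means growth inhibition of the mutant yeast at or above 50%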;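 further: temperature-sensitive mutant grown at 25 °C; plate controls were DMSO-treated mutant yeast for no effect and medium wells lacking yeast for full effect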
TIM10 inh = TIM10 yeast growth inhibition | inhibition, % at 10 µM | 1.4% of 330,000 active | S. cerevisiae TIM10 strain growth, BacTiter-Glo luminescence, 24 h | AID 463195;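 active means inhibition of 40% or more at the single tested concentration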;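 further: wild-type TIM10 isogenic control strain grown at permissive 25 °C; 0% = DMSO yeast wells and 100% = minimal medium wells without yeast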
tim10-1 inh = growth inhibitors of tim10-1 mutant yeast | 2.2% of 330,000 active | inhibition, % at 20 µM | S. cerevisiae tim10-1 ts strain growth, BacTiter-Glo, 24 h;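 active means inhibition of at least 40%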;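 further: mutant grown at 25 °C; 0% = DMSO wells with yeast and 100% = wells holding no yeast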
APJ agonist = APJ receptor agonism; P35414; CHO-K1 APJ PathHunter beta-arrestin, luminescence; 0% DMSO wells, 100% apelin; activation, % at 20 µM; 0.11% of 330,000 active; AID 2520;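 active means activation more than six SD over the plate average, tested at 20 µM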;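 further: 0% = DMSO alone and 100% = apelin-13 at 10 nM; some results filed as inactive read as strong as hits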
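assay system = CHO-K1 APJ beta-arrestin complementation cell line | input = cell density 1000 per well | dosing = compound 20 µM once, DMSO 1% | timing = compound 90 min 25 °C, reagent 1 h | measured by = luminescence from split beta-galactosidase complementation, Galacton Star/Emerald II substrate | read-out basis = APJ agonist activity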
beta cell repl = induces beta-cell replication in MIN6 cells. MIN6 cells proliferation, ATPlite luminescence, 48 h; cells starved in 0.2% serum; 100% = growth in 10% serum. proliferation, % at 10 µM. 0.29% of 330,000 active;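 active means compounds whose signal lies at least 3.5 SD above the mean of all wells on their plate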;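 further: 0% = DMSO-treated cells in low-serum medium and 100% = 10% serum control; some compounds called inactive have numbers as strong as hits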
* hit, by the source's call; nt = not tested or not shown. Not a hit list (roughly 7.2% active in at least one column).

SMILES	MPTP inh	NR3A LBD binder	NALP3 yeast inh	APJ antag	tim23-1 inh	TIM10 inh	tim10-1 inh	APJ agonist	beta cell repl
CCC(=O)n1nc(-c2ccc(Cl)cc2)nc1N	0.4	2	7	3	3	-2	-8	-1	-1
COc1cc(/C=C/c2[nH]c(=O)[nH]c(=O)c2[N+](=O)[O-])cc([N+](=O)[O-])c1O	2.5	0	-8	39	6	7	19	-8	-4
Cc1nc2ccc(NC(=O)NCCO)cc2s1	-5.9	1	10	-1	-2	10	-3	-2	-2
COc1cc(NC(=O)c2cc(C)nc3ccccc23)cc(OC)c1OC	-0.1	-1	16	8	1	8	1	-2	3
CCOc1ccccc1OCCCCN1CCCC1	-2.8	1	7	0	1	-5	11	-1	-1
Cc1cc(NS(=O)(=O)c2ccc(NC(=O)/C=C/c3ccco3)cc2)nc(C)n1	0.1	2	15	-12	-1	10	-4	-7	-3
COc1ccccc1NC(=O)/C(=C\c1cccs1)NC(=O)c1ccco1	-0.8	0	19	8	27	-8	8	3	-2
COc1cccc(N2CCN(C(=O)c3cc4ccc(OC)cc4[nH]3)CC2)c1	0.6	0	9	-20	21	8	18	-1	-1
COc1cc(NC(=O)CN2C(=O)c3ccccc3Sc3ccc(C(=O)N4CCOCC4)cc32)cc(OC)c1OC	-0.2	-2	-8	10	-2	19	8	-4	0
CCC(=O)Nc1nnc(SCCOC)s1	-0.8	-3	11	-3	12	4	0	-6	1
O=C(CS(=O)(=O)Cc1ccccc1)N1CCN(c2ccccc2F)CC1	-1.1	2	3	13	0	-11	-18	-7	0
CCOC(=O)c1c(/N=C/C2=C(O)CC(C)(C)CC2=O)sc(C(C)=O)c1C	2.1	-1	26	1	34	12	3	-3	-2
CO/N=C\CC(=O)Nc1ccc(Cl)c(Cl)c1	4.3	-1	20	-7	18	-27	14	0	-4
Cc1cc(S(=O)(=O)N2CCCCC2CCNC(=O)C(=O)NCc2cccnc2)ccc1F (stereo not given)	4.2	-2	-2	0	9	11	2	-2	2
Cc1ccc(C(C(=O)NC(C)(C)C)N(CCCN2CCOCC2)C(=O)c2ccc(-c3ccccc3)[nH]2)o1 (stereo not given)	-2.5	0	15	-13	30	1	12	-1	-1
CCOc1ccccc1C(=O)OCC(=O)NCCc1ccc(OC)cc1	-0.6	1	23	5	22	-5	-2	-1	6
O=C(CCC(=O)OCC(=O)c1ccc(Cl)cc1)NC1CCCCC1	0.0	0	-1	22	10	-6	10	-5	1
CCN(Cc1ccncc1)C(=O)c1ccc2c(c1)S(=O)(=O)c1ccccc1C2=O	-0.3	2	16	-5	12	3	10	2	0
COc1ccc(-n2c(SCC(=O)Nc3ccc(NC(C)=O)cc3)nc3ccccc3c2=O)cc1	0.6	-1	-6	14	6	-12	-1	-1	-1
CCCN(C(=O)CSc1cc(-c2ccccc2)c2ccc(OC)cc2n1)C1CCS(=O)(=O)C1 (stereo not given)	0.1	-3	17	-5	34	1	23	-1	-6
CC(C)C(=O)N1CCc2cc(-c3csc(N)n3)ccc21	-1.8	-7	11	4	-5	4	-4	0	-1
CSC1CCCCC1(O)CSc1nc2ccccc2o1 (stereo not given)	0.7	2	5	-3	23	17	25	0	-3
Cc1ccc(C(=O)NCc2ccc3c(c2)OCO3)cc1C	0.7	2	18	13	26	8	15	-3	2
C/C(=N\NC(=S)NCc1ccccc1)c1cccs1	1.0	-1	26	-4	38	28	15	-3	-3
O=C(Nc1ccc([N+](=O)[O-])cn1)c1cccnc1	-0.9	2	0	9	8	7	24	0	-1
O=S(=O)(c1ccc(NCCc2c[nH]c3ccccc23)nc1)N1CCOCC1	2.1	-11	-11	-3	19	28	27	-1	-1
Nc1cc(S(=O)(=O)Nc2ccc(Br)cc2)ccc1Cl	7.7	4	-1	-16	13	12	-18	-2	-1
Cc1ccccc1NC(=O)c1cccc(S(=O)(=O)Oc2ccc([N+](=O)[O-])cc2)c1	3.7	-5	23	0	31	25	30	3	-3
Cc1noc(C)c1C(=O)Nc1ccc(Cl)cc1C(F)(F)F	-2.8	-1	16	26	0	-5	17	-5	4
COc1ccc(CCNC(=O)C2CCN(S(C)(=O)=O)CC2)cc1	1.2	1	0	14	-9	0	-5	2	0
Cc1ccc(S(=O)(=O)N(C)c2ccc3ccccc3c2)cc1	1.5	-1	16	2	22	13	11	-4	-4
CCN(CC)CCCn1c(=S)[nH]c2cc(OC)c(OC)cc2c1=O	1.0	-2	13	0	13	-2	-8	-2	-3
COc1ccc2c(c1)c(C(=O)CN1CCN(C(=O)c3ccco3)CC1)c(C)n2C	-0.3	-2	-13	2	0	2	15	-2	-4
O=C(N/N=C/c1ccccc1O)C1CCCC1	0.0	-1	25	-14	34	31	19	12	-1
Cn1c(=O)c2c(SCC(=O)NCC3CCCO3)nc(-c3ccccc3Cl)nc2n(C)c1=O (stereo not given)	-0.9	2	17	16	19	-4	-5	-3	0
Cc1cccc(C2NC(c3cccc(C)c3)C(C)C(=O)C2C)c1 (stereo not given)	-1.9	1	12	-3	-11	-21	7	-3	-2

Among those listed so far, 3 have a thiophene ring, fused or not.
SMILES	MPTP inh	NR3A LBD binder	NALP3 yeast inh	APJ antag	tim23-1 inh	TIM10 inh	tim10-1 inh	APJ agonist	beta cell repl
COc1ccccc1NC(=O)/C(=C\c1cccs1)NC(=O)c1ccco1	-0.8	0	19	8	27	-8	8	3	-2
CCOC(=O)c1c(/N=C/C2=C(O)CC(C)(C)CC2=O)sc(C(C)=O)c1C	2.1	-1	26	1	34	12	3	-3	-2
C/C(=N\NC(=S)NCc1ccccc1)c1cccs1	1.0	-1	26	-4	38	28	15	-3	-3

Next section.
SMILES	MPTP inh	NR3A LBD binder	NALP3 yeast inh	APJ antag	tim23-1 inh	TIM10 inh	tim10-1 inh	APJ agonist	beta cell repl
CC(C)CC1Nc2ncnc(N3CCOCC3)c2N(Cc2ccc(Br)cc2)C1=O (stereo not given)	-1.0	-4	7	-60	15	13	15	-6	-1
Cc1c(N2C(=O)CSC2c2ccc([N+](=O)[O-])cc2)c(=O)n(-c2ccccc2)n1C (stereo not given)	0.7	1	7	9	-5	-7	-16	3	-2
CC(C)CC(NC(N)=O)C(=O)OCC(=O)N(Cc1ccccc1)Cc1ccccc1 (stereo not given)	-0.4	0	4	-16	17	1	6	-3	-1
CCOc1cccc(-c2nnc(SCC(=O)Nc3cc(OC)cc(OC)c3)n2N)c1	1.7	-1	2	-1	-4	12	8	-1	-3
O=C(O)C1=C[C@H](c2ccc(C(F)(F)F)cc2)C[C@H](OCCCCO)O1	-0.7	-3	-4	16	3	1	7	-3	-3
Cc1nn(Cc2ccc(F)cc2)c(C)c1NC(=O)c1cc2ncc(Br)cn2n1	2.2	0	-1	-7	37	-1	13	-1	-1
NC(=O)CC[C@@H]1NC(=O)[C@@H]2CCCN2C(=O)c2cc([N+](=O)[O-])cc(F)c2NCCC[C@@H](C(N)=O)NC1=O	-0.7	0	8	4	7	0	7	-6	0
O=C(O)c1cc(/C=C/C(=O)c2cc(F)ccc2O)c2c(c1)COCO2	-0.1	6	-5	8	34	14	17	-2	-4
Cc1cccc(OCC(=O)Nc2cc(C)on2)c1	-5.0	0	26	0	5	3	4	-3	-1
O=C(NC(=S)NC1CC1)c1cccnc1	-3.6	1	7	-6	6	-8	1	-6	1
COc1ccccc1NC(=O)Nc1cccnc1	-0.7	-2	-10	23	8	17	7	-2	-2
COc1cc(/C=N/NC(=O)C(C)n2nnc3ccccc32)ccc1O (stereo not given)	-3.3	0	-7	-15	16	7	13	-2	0
Cc1noc(C)c1CSCC(=O)Nc1cc(S(=O)(=O)N2CCOCC2)ccc1OC(C)C	-2.3	0	13	13	16	3	15	6	0
CNC(=S)N1CCN(S(=O)(=O)c2ccc3ccccc3c2)CC1	-1.8	0	8	11	19	19	11	-2	0
COc1ccc(N2CC(C(=O)Nc3nnc(SCC(=O)NCC4CCCO4)s3)CC2=O)cc1 (stereo not given)	-0.8	4	7	-32	16	-4	10	14	1
COc1cccc2c1C(=O)O/C2=C/c1ccc2c(c1)OCO2	1.0	nt	16	19	-8	1	-8	-2	-4
Cc1ccc(NC(=O)c2c(C)noc2-c2snnc2C)cc1	5.1	12*	21	-7	-5	8	3	1	-1
CCN1C(=O)CSc2ccc(C(=O)OC)cc21	-1.6	3	10	8	-1	4	3	-3	0
COc1ccccc1C(C[N+](=O)[O-])c1c[nH]c2ccccc12 (stereo not given)	0.0	-2	-12	14	38	9	25	-2	2
O=C(CSc1ncn[nH]1)Nc1cccc(S(=O)(=O)N2CCCCCC2)c1	-1.2	1	0	6	-9	3	-2	1	1
CC(=O)c1cccc(NC(=O)c2cccc(N3C(=O)c4ccccc4C3=O)c2)c1	0.7	1	14	8	-4	12	2	-1	-1
Cc1ccnc(NC(=O)CCC(=O)N(CC(=O)NC(C)(C)C)C2CCCC2)c1	-1.7	-1	24	8	25	-6	14	-3	1
CCCC(c1nnnn1C(C)(C)CC)N1CCN(C(=O)c2ccco2)CC1 (stereo not given)	-2.1	3	7	11	19	-1	-2	0	-1
Cc1ccc(S(=O)(=O)N(C)CC(=O)NNC(=O)CCS(=O)(=O)c2ccccc2)cc1	-2.1	0	9	10	-5	-3	-9	-1	2

By substructure: those above with a halogen.
SMILES	MPTP inh	NR3A LBD binder	NALP3 yeast inh	APJ antag	tim23-1 inh	TIM10 inh	tim10-1 inh	APJ agonist	beta cell repl
CCC(=O)n1nc(-c2ccc(Cl)cc2)nc1N	0.4	2	7	3	3	-2	-8	-1	-1
O=C(CS(=O)(=O)Cc1ccccc1)N1CCN(c2ccccc2F)CC1	-1.1	2	3	13	0	-11	-18	-7	0
CO/N=C\CC(=O)Nc1ccc(Cl)c(Cl)c1	4.3	-1	20	-7	18	-27	14	0	-4
Cc1cc(S(=O)(=O)N2CCCCC2CCNC(=O)C(=O)NCc2cccnc2)ccc1F (stereo not given)	4.2	-2	-2	0	9	11	2	-2	2
O=C(CCC(=O)OCC(=O)c1ccc(Cl)cc1)NC1CCCCC1	0.0	0	-1	22	10	-6	10	-5	1
Nc1cc(S(=O)(=O)Nc2ccc(Br)cc2)ccc1Cl	7.7	4	-1	-16	13	12	-18	-2	-1
Cc1noc(C)c1C(=O)Nc1ccc(Cl)cc1C(F)(F)F	-2.8	-1	16	26	0	-5	17	-5	4
Cn1c(=O)c2c(SCC(=O)NCC3CCCO3)nc(-c3ccccc3Cl)nc2n(C)c1=O (stereo not given)	-0.9	2	17	16	19	-4	-5	-3	0
CC(C)CC1Nc2ncnc(N3CCOCC3)c2N(Cc2ccc(Br)cc2)C1=O (stereo not given)	-1.0	-4	7	-60	15	13	15	-6	-1
O=C(O)C1=C[C@H](c2ccc(C(F)(F)F)cc2)C[C@H](OCCCCO)O1	-0.7	-3	-4	16	3	1	7	-3	-3
Cc1nn(Cc2ccc(F)cc2)c(C)c1NC(=O)c1cc2ncc(Br)cn2n1	2.2	0	-1	-7	37	-1	13	-1	-1
NC(=O)CC[C@@H]1NC(=O)[C@@H]2CCCN2C(=O)c2cc([N+](=O)[O-])cc(F)c2NCCC[C@@H](C(N)=O)NC1=O	-0.7	0	8	4	7	0	7	-6	0
O=C(O)c1cc(/C=C/C(=O)c2cc(F)ccc2O)c2c(c1)COCO2	-0.1	6	-5	8	34	14	17	-2	-4
